FadD28 binding: inhibitors of FadD28 bisubstrate probe binding, primary screen, biochemical, fluorescence polarization, single point; Mycobacterium tuberculosis FadD28 fatty-acid-AMP ligase; inhibition, % at 12.5 µM; actives 0.22% (n = 360,000); in the data active = inhibition above about 8.5%, passing the limit was not always enough; inconclusive = no clear call, values can overlap the other calls
Anthrax LF prot: Bacillus anthracis LF protease inhibitors, primary screen, biochemical, multiplex microsphere, MLPCN library | Lethal factor (Bacillus anthracis), P15917 | multiplex microsphere protease cleavage assay | inhibition, % at 10 µM | actives 0.12% (n = 360,000); also: plate controls were buffer without enzyme for full effect and enzyme alone for no effect
Target sequence (P15917 whole entry, looked up): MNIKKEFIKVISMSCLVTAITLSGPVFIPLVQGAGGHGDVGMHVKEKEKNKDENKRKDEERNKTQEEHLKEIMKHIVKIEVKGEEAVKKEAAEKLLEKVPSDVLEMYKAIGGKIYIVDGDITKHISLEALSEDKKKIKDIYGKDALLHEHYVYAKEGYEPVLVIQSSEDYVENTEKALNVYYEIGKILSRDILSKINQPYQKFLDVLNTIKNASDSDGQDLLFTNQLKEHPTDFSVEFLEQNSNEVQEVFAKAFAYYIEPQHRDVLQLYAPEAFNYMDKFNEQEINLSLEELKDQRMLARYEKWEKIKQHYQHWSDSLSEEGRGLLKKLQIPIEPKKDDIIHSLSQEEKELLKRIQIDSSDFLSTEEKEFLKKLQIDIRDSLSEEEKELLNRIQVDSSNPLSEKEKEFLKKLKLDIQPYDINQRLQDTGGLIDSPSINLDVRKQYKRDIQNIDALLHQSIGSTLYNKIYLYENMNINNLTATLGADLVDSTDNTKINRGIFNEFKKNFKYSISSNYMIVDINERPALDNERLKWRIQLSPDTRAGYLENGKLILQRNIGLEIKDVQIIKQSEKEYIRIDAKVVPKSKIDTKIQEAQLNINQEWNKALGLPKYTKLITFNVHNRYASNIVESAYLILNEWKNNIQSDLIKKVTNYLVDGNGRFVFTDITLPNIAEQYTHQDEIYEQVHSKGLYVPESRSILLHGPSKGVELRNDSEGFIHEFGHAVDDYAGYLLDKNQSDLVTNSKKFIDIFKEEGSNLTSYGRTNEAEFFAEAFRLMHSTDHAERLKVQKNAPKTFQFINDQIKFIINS
TcdB GH inh: TcdB glycohydrolase inhibitors, primary screen, biochemical, single point, plate reader; TcdB glycohydrolase enzymatic assay; inhibition, % at 9.99 µM; actives 0.24% (n = 350,000); AID 652162, 2013; in the data active = inhibition above about 10%
PfHsp40 rescue: rescue of yeast from PfHsp40 toxicity, primary screen, S. cerevisiae, ATP luminescence; S. cerevisiae expressing PfHsp40, growth rescue; growth rescue, % at 12.5 µM; actives 0.68% (n = 340,000); in the data active = growth rescue above about 28%, passing the limit was not always enough; inconclusive = no clear call, values can overlap the other calls;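 also: yeast W303a lacking pdr1 and pdr3 grown in galactose medium; growth measured after three days at 30 °C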
BoNT F protease: BoNT/F light chain protease inhibitors, primary screen, biochemical, flow cytometry, MLPCN library; Botulinum neurotoxin type F light chain protease (Clostridium botulinum); Multiplex microsphere protease cleavage assay; inhibition, % at 10 µM; actives 0.22% (n = 360,000); in the data active = inhibition above about 35%, passing the limit was not always enough; inconclusive = no clear call, values can overlap the other calls; also: plate controls were buffer without enzyme for full effect and enzyme alone for no effect
PrPC TRFRET: inhibitors of human cell surface prion protein PrPC, primary screen, cell-based, TR-FRET. TR-FRET read-out. inhibition, % at 13.8 µM. AID 720596, 2013. Major prion protein (Homo sapiens), P04156. actives 0.43% (n = 370,000); in the data active = inhibition above about 24%; also: 0% = median of the test wells and 100% = reference compound wells
BoNT A protease: BoNT/A light chain protease inhibitors, primary screen, biochemical, flow cytometry, MLPCN library | Botulinum neurotoxin type A light chain protease (Clostridium botulinum A str. ATCC 3502) | multiplex microsphere protease substrate cleavage | inhibition, % at 10 µM | actives 0.17% (n = 360,000); also: plate controls were buffer without enzyme for full effect and enzyme alone for no effect
CCHF vOTU inh: CCHFV vOTU protease inhibitors, primary screen, biochemical, Pep-AMC substrate, fluorescence; inhibition, % at 11.5 µM; actives 0.55% (n = 370,000); AID 651958, 2012; Crimean-Congo hemorrhagic fever virus L polyprotein viral ovarian tumor (vOTU) protease …; in the data active = inhibition above about 30%; also: 0% = vehicle wells with enzyme and 100% = no enzyme wells
Yp Topo-I inh: Yersinia pestis topoisomerase I inhibitors, primary screen, biochemical, cleavage product accumulation, plate reader, single point | DNA topoisomerase I (Yersinia pestis CO92) | Y. pestis Topo-I cleavage product accumulation | activity, % at 10 µM | actives 0.064% (n = 360,000) | AID 504884, 2011; in the data active = activity above about 50%, passing the limit was not always enough; inconclusive = no clear call, values can overlap the other calls; also: inactives centre near 2
The depositor's hits bear a star; ? = inconclusive; · = not tested or not shown. Rule as the data show it, unless noted: active = inhibition above about 30%; inconclusive = no clear call, values can overlap the other calls; inactive = below that.

| # | Compound | FadD28 binding | Anthrax LF prot | TcdB GH inh | PfHsp40 rescue | BoNT F protease |
| --- | --- | --- | --- | --- | --- | --- |
| 1 | O=C(NCc1ccc(F)c(F)c1)C1Cc2c(-c3ccc4c(c3)OCO4)ccnc2O1 (stereo not drawn) | -5.0 | 1 | 0.0 | · | 2 |
| 2 | CC1CCCCN1C(=O)C12CCC(C)(/C(=N/O)C1)C2(C)C (stereo not drawn) | -1.3 | -16 | · | 0.1 | 21 |
| 3 | O=C(Nc1nccs1)c1c(O)c2c([nH]c1=O)CCCC2 | -1.3 | 2 | 0.5 | 1.4 | -10 |
| 4 | O=C(COC(=O)/C=C/c1ccccc1)NCc1ccco1 | 2.5 | 1 | 1.0 | · | 3 |
| 5 | Cc1ccc(C(=O)Nc2ccc(N3CCN(C(=O)c4cccs4)CC3)cc2)c(Cl)c1 | 3.4 | 2 | 0.9 | 1.3 | 5 |
| 6 | Cc1ccc(NC(=O)CSc2nccn2Cc2ccco2)c(C)c1 | -2.8 | -1 | -2.1 | -0.6 | 0 |
| 7 | Nc1nc(C(F)(F)F)cc(=O)[nH]1 | -2.3 | 0 | 0.7 | -0.4 | ? |
| 8 | COc1cccc(C(=O)C2CN(c3ccccc3)CC2c2ccc(Cl)cc2)c1 (stereo not drawn) | -2.3 | -4 | 0.2 | -0.1 | -5 |
| 9 | CCCC(=O)Nc1nnc(SCC(=O)Nc2nc(C)cs2)s1 | -2.3 | -1 | 1.2 | -0.7 | -13 |
| 10 | COC(=O)C1=C(c2ccccc2OCc2ccccc2)C[C@@H]2CC[C@H]1N2C(=O)NCc1ccc(C(C)(C)C)cc1 | -4.1 | -3 | 0.7 | 1.1 | -5 |
| 11 | Cc1nc(-c2nc(-c3c(C(=O)NNC(=O)Nc4cccc(Cl)c4)noc3C)cs2)cs1 | -2.7 | 7 | -2.5 | -1.1 | -28 |
| 12 | COc1ccc(CCNC(=O)c2ccccc2C(=O)NCCc2ccc(OC)cc2)cc1 | -3.2 | -4 | 1.3 | -0.2 | -7 |

| # | PrPC TRFRET | BoNT A protease | CCHF vOTU inh | Yp Topo-I inh |
| --- | --- | --- | --- | --- |
| 1 | 6 | -0.4 | 9 | 1 |
| 2 | -1 | ? | -9 | 1 |
| 3 | 8 | 1.2 | 3 | -1 |
| 4 | 0 | 0.1 | 3 | -9 |
| 5 | 1 | 0.3 | 7 | 26 |
| 6 | 7 | -1.4 | -5 | 13 |
| 7 | 10 | ? | -12 | 0 |
| 8 | 18 | -1.6 | -17 | 16 |
| 9 | 0 | -2.2 | 0 | 0 |
| 10 | 2 | 0.0 | 12 | 34 |
| 11 | 1 | -3.4 | -9 | 4 |
| 12 | -4 | -0.8 | 4 | 5 |

Later entries:
| # | Compound | FadD28 binding | Anthrax LF prot | TcdB GH inh | PfHsp40 rescue | BoNT F protease |
| --- | --- | --- | --- | --- | --- | --- |
| 13 | CC(=O)c1ccc(-c2cccc3nccn23)cc1 | 0.2 | -2 | 0.5 | · | 3 |
| 14 | CCN(CC)C(=O)C1CCCN(C/C=C/c2ccccc2)C1 (stereo not drawn) | 0.7 | -2 | · | -1.1 | -6 |
| 15 | Cn1ncc(Cl)c1C(=O)Nc1ccc(CN2CCCCC2)cc1 | -1.2 | -1 | 0.2 | -0.8 | 2 |
| 16 | CC1(C)NC(=O)N(CCCOc2ccc3c(c2)CCC3)C1=O | 0.6 | 2 | · | 0.7 | -4 |
| 17 | Cc1ccccc1C(=O)/C=C1/SCC(=O)N1C | -1.5 | -1 | -0.5 | -0.7 | -2 |
| 18 | Cc1ccc(C2=Nc3c(ccc4ccccc34)C(c3ccncc3)=NN2)cc1 | -9.5 | -2 | 1.3 | -0.4 | -1 |
| 19 | COc1ccc(SCC(=O)Nc2ccc(N3CCN(C)CC3)c(F)c2)cc1 | -2.7 | -3 | 1.1 | 8.0 | 1 |
| 20 | Cc1cccc(/C(N)=N/OC(=O)c2cccs2)c1 | -4.8 | -4 | · | 1.4 | -3 |
| 21 | Cc1csc2nc(CNC(=O)CCC(=O)O)cn12 | -3.8 | 1 | 0.2 | 0.2 | -20 |
| 22 | CCOc1ccccc1-n1c(C)nc2cc(C(=O)O)ccc21 | 0.7 | -9 | 20* | -2.5 | 0 |
| 23 | COc1ccc(N2CCOCC2)c(NC(=O)c2cccc3ccccc23)c1 | -0.4 | 0 | 2.5 | 1.6 | ? |
| 24 | Cc1cccn2cc(CCNC(=O)Cc3cccs3)nc12 | -1.4 | 4 | -0.4 | 0.9 | -7 |

| # | PrPC TRFRET | BoNT A protease | CCHF vOTU inh | Yp Topo-I inh |
| --- | --- | --- | --- | --- |
| 13 | 1 | 0.0 | -9 | -3 |
| 14 | -3 | -5.8 | -5 | -3 |
| 15 | -6 | 3.1 | -4 | -1 |
| 16 | -1 | 0.5 | -2 | -1 |
| 17 | 2 | -0.7 | 0 | -14 |
| 18 | -3 | -0.4 | -1 | 11 |
| 19 | 24 | 0.9 | -4 | -16 |
| 20 | -1 | 0.7 | 16 | 4 |
| 21 | 8 | -1.6 | -3 | 3 |
| 22 | -4 | -0.5 | -4 | 12 |
| 23 | -5 | 0.1 | -10 | 26 |
| 24 | -5 | -0.8 | 4 | 1 |

(cont.)
| # | Compound | FadD28 binding | Anthrax LF prot | TcdB GH inh | PfHsp40 rescue | BoNT F protease |
| --- | --- | --- | --- | --- | --- | --- |
| 25 | CCOC(=O)c1c(C2COc3ccccc3O2)csc1N (stereo not drawn) | -1.7 | -10 | · | 2.2 | 1 |
| 26 | NS(=O)(=O)c1ccc(CCNCc2ccccc2OCc2ccc(F)cc2)cc1 | · | -11 | -0.4 | -0.2 | -23 |
| 27 | Cc1ccc(S(=O)(=O)NCCC(=O)NCCc2ccc(S(N)(=O)=O)cc2)cc1C | · | 6 | 1.8 | 0.6 | 6 |
| 28 | CCCCCCCCS(=O)C1CS(=O)(=O)CC1O (stereo not drawn) | -3.9 | 0 | -1.4 | 0.1 | ? |
| 29 | CCOc1ccc(NC(=O)c2cc(OC)nc3ccccc23)cc1 | -2.0 | -4 | 0.4 | -1.4 | -1 |
| 30 | CCN1CCN(c2cc(C)c3cc(NC(=S)N4CCOCC4)ccc3n2)CC1 | -1.7 | -1 | -1.7 | -1.3 | 2 |
| 31 | O=C1N[C@@H](c2ccccc2)COC(=O)[C@@H](Cc2ccc(F)cc2)C/C=C\C[C@@H]1CC(=O)N(CCO)Cc1ccccc1 | -1.8 | 4 | 0.9 | 1.0 | -6 |
| 32 | Cc1ccc(C(=O)Nc2ccccc2C(=O)N2CCOCC2)cc1[N+](=O)[O-] | 1.8 | -2 | 0.8 | -0.6 | -3 |
| 33 | COc1ccc(CC(=O)NCCCSc2ccccc2)cc1OC | -1.2 | -3 | 0.6 | 1.0 | -1 |
| 34 | COc1n[nH]c(C(=O)Nc2cc(Cl)ccc2Cl)c1[N+](=O)[O-] | -6.9 | 0 | 0.5 | 0.1 | 2 |
| 35 | COC(=O)c1nc(N)sc1C | -2.8 | -2 | · | 2.2 | -9 |
| 36 | Cc1cc(/C=C(\C#N)C(=O)Nc2ccccc2F)c(C)[nH]1 | -3.8 | -4 | -2.2 | -1.1 | -18 |

| # | PrPC TRFRET | BoNT A protease | CCHF vOTU inh | Yp Topo-I inh |
| --- | --- | --- | --- | --- |
| 25 | -5 | -1.4 | -9 | 1 |
| 26 | -13 | -1.3 | -21 | 8 |
| 27 | -2 | 1.9 | -9 | -3 |
| 28 | 3 | ? | -4 | -8 |
| 29 | 10 | -3.3 | -9 | 3 |
| 30 | -8 | 0.5 | -41 | 4 |
| 31 | -9 | 0.6 | 10 | -10 |
| 32 | -13 | -0.4 | -6 | -1 |
| 33 | 6 | -2.0 | -5 | 9 |
| 34 | 8 | 0.1 | -1 | -1 |
| 35 | 1 | 0.4 | -10 | -1 |
| 36 | 0 | -1.9 | 33* | -5 |

Going on with the list:
| # | Compound | FadD28 binding | Anthrax LF prot | TcdB GH inh | PfHsp40 rescue | BoNT F protease |
| --- | --- | --- | --- | --- | --- | --- |
| 37 | Cc1ccc(NC(=O)Cn2nc(C(=O)O)c3ccccc3c2=O)c([N+](=O)[O-])c1 | 0.4 | 1 | 1.1 | -0.1 | 4 |
| 38 | O=C(Cc1cccc(NC(=O)C2CCCN(C(=O)C3CCC3)C2)c1)Nc1ccc(C(=O)N2CCCCC2)cc1 (stereo not drawn) | -1.7 | -1 | -8.0 | 0.0 | -1 |
| 39 | c1ccc(-c2nnc(SCCC3OCCCO3)o2)cc1 | -1.2 | 2 | · | -0.9 | -8 |
| 40 | Cn1cnnc1SCC(=O)Nc1ccc(F)cc1 | -0.6 | -2 | -2.3 | -1.2 | ? |
| 41 | Cc1ccc(/C=C/C(=O)NCc2ccc(S(N)(=O)=O)cc2)o1 | -3.4 | -5 | 0.0 | -0.5 | 1 |
| 42 | COc1ccc2cc(C(=O)O)ccc2c1 | -1.5 | -3 | 0.5 | 6.7 | -11 |
| 43 | CCOC(=O)c1c(NC(=S)N2CCCCC2)sc2c1CCN(C(=O)OCC)C2 | -1.9 | -10 | 1.1 | · | ? |
| 44 | CCN(CC)C(=O)C1=C(C)N(CCCOC)C(=O)C(CC(=O)NCc2cccc3ccccc23)C1 (stereo not drawn) | -2.3 | -4 | 1.1 | · | -2 |
| 45 | Clc1ccc(Nc2ccc3ccccc3n2)cc1 | -5.3 | -5 | 3.1 | -1.1 | 6 |
| 46 | C=CC[C@H](CC(=O)NCCO)C(=O)NC[C@@H](OC(=O)[C@H](CC=C)CC(=O)OC(C)(C)C)c1ccccc1 | 0.7 | -5 | 2.3 | -1.2 | -3 |
| 47 | COc1ccc(CCn2c(NCCCN3CCOCC3)nc3c2c(=O)[nH]c(=O)n3C)cc1 | -2.2 | 0 | · | -1.4 | -7 |
| 48 | Cc1ccc(-n2nnnc2SCC(=O)Nc2ccccc2N2CCCCC2)cc1C | -3.7 | 4 | · | -0.9 | -1 |

| # | PrPC TRFRET | BoNT A protease | CCHF vOTU inh | Yp Topo-I inh |
| --- | --- | --- | --- | --- |
| 37 | 5 | -0.5 | 13 | 7 |
| 38 | 7 | -0.4 | 4 | 33 |
| 39 | -1 | -0.4 | -6 | -7 |
| 40 | 8 | 2.6 | -1 | 4 |
| 41 | -5 | 0.8 | 4 | 8 |
| 42 | 0 | -3.1 | 3 | 6 |
| 43 | -1 | -8.1 | -11 | -4 |
| 44 | -4 | 0.1 | 1 | 8 |
| 45 | 0 | -0.2 | -6 | -14 |
| 46 | -6 | -0.1 | -3 | 12 |
| 47 | -6 | 0.0 | 0 | 1 |
| 48 | 1 | -0.6 | -3 | 1 |

More entries follow.
| # | Compound | FadD28 binding | Anthrax LF prot | TcdB GH inh | PfHsp40 rescue | BoNT F protease |
| --- | --- | --- | --- | --- | --- | --- |
| 49 | COC(=O)C(CC(=O)c1ccc(Cl)cc1)c1ccccc1 (stereo not drawn) | -0.2 | -6 | -4.2 | 0.9 | 3 |
| 50 | Cc1cc(C)cc(N=c2c([N+](=O)[O-])nn(-c3cccc(Cl)c3)n2O)c1 | 0.7 | 0 | · | -1.4 | 1 |
| 51 | CCOc1ccc2c(c1)[nH]c(=S)n2C | 1.3 | 1 | 1.6 | 1.5 | 6 |
| 52 | COC(=O)c1cc(NC(=O)CC2NCCNC2=O)cc(C(=O)OC)c1 (stereo not drawn) | 0.8 | -3 | · | 0.2 | -3 |
| 53 | Cc1sc(C(C2C(=O)CC(C)(C)CC2=O)C2C(=O)CC(C)(C)CC2=O)cc1[N+](=O)[O-] | -2.5 | -2 | -0.1 | 3.5 | -7 |

| # | PrPC TRFRET | BoNT A protease | CCHF vOTU inh | Yp Topo-I inh |
| --- | --- | --- | --- | --- |
| 49 | 2 | -0.2 | 21 | 22 |
| 50 | -10 | 0.9 | 4 | -4 |
| 51 | 6 | 0.6 | 2 | 3 |
| 52 | -4 | -0.7 | -11 | -8 |
| 53 | -2 | -0.2 | -2 | -4 |

Assay outcomes as filed in PubChem.
